Screens deposited in PubChem by National Center for Advancing Translational Sciences (NCATS).
PNC inhibitor – High Content Assay for Compounds that inhibit the Assembly of the Perinucleolar Compartment; PC3M PTB-GFP, PNC prevalence imaging, 16 h; hits give low values; activity change (PNC), negative = inhibition, % at 10 µM; actives 3.1% (n = 140,000); AID 2417, 2010;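 active = readout at or below -70, meaning at least 70% loss of cells showing the perinucleolar compartment, a nuclear body marking cancer cells; inconclusive = readout between -30 and a set limit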;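 also: plate controls were DMSO wells for no effect and camptothecin positive control wells for full effect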
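Compounds are pinned in duplicate onto adhered PC3M cells stably expressing GFP-tagged PTB and incubated 16 h at 37 C. Cells are then fixed, nuclei stained with Hoechst, and PNC-positive cells counted.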
15-hLO-2 inh – qHTS Assay for Inhibitors of 15-hLO-2 (15-human lipoxygenase 2) | actives 0.56% (n = 110,000) | purified 15hLO-2, xylenol orange hydroperoxide absorbance | Potency, µM (series often up to 57.1 µM), for the others: at the highest dose activity change, negative = inhibition, usual class: inhibitors; also: potency is read from the fitted curve at half-maximal effect; nearly all actives have a fitted effect of over 60% in size; many of its hits are not listed in these tables
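Purified human 15hLO-2 (50 nM final) preincubated with compounds 15 min at room temperature in 25 mM Hepes pH 7.5, 0.01% Triton X-100, then 45 uM arachidonic acid added for 90 min; hydroperoxide detected via ferrous/xylenol orange, 573/405 nm absorbance ratio.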
12-hLO inh – qHTS Assay for Inhibitors of 12-hLO (12-human lipoxygenase); Polyunsaturated fatty acid lipoxygenase ALOX12 (Homo sapiens), P18054; purified 12-hLO, xylenol orange hydroperoxide absorbance; Potency, µM (titrated, usually from 57.1 µM), for the others: top-dose activity change, negative = inhibition, actives largely listed as inhibitors; actives 0.12% (n = 150,000); also: potency is read from the fitted curve at half-maximal effect; nearly all actives have a fitted effect of over 55% in size; many of its hits are not listed in these tables
Target sequence (P18054 whole entry, looked up): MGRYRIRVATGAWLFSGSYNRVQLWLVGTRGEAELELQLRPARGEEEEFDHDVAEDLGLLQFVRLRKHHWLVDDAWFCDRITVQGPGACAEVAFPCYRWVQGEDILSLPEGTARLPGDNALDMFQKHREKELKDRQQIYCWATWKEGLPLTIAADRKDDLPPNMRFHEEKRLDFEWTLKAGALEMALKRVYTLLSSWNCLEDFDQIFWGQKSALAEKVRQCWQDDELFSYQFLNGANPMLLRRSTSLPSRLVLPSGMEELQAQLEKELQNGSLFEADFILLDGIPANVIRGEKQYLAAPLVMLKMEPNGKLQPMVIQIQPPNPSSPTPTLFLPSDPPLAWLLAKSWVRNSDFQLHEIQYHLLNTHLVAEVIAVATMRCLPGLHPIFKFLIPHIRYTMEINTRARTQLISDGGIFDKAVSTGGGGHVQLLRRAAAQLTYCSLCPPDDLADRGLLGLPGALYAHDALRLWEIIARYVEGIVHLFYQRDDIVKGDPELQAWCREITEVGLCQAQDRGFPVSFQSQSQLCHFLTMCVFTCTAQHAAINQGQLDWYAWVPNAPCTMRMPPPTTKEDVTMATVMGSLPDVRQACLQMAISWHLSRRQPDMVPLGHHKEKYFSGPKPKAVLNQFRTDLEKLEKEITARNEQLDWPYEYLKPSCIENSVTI
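Lipoxygenase turnover measured by absorbance at 573 and 405 nm after Fe-XO development. Human 12hLO 150 nM, arachidonate 40 uM, pH 7.0 Hepes buffer with detergent; 15 min compound preincubation, 30 min reaction.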
IMPase cell inh – qHTS Assay for Identifying the Cell-Membrane Permeable IMPase Inhibitors. Inositol monophosphatase 1 (Rattus norvegicus), P97697. CHO-M1 cells, IP1 accumulation, HTRF TR-FRET ratio. inhibition (IP1 accumulation), % at 46.1 µM. 120,000 tested, under 10 active. AID 901, 2007; active = well fitted curve in the direction sought with a large enough effect in the signal ratio, not every such curve was filed as active; inconclusive = small, poorly fitted or top-dose-only effect, or a change in a side signal; inactive = no such curve, though single readings can be large or run the other way; the % refers to the signal ratio;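 also: cells stimulated with carbachol in lithium chloride buffer; plate controls were DMSO basal wells for no effect and reference inhibitor wells for full effect; higher means more IMPase inhibition seen as more IP1 and lower FRET ratio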
Target sequence (P97697 whole entry, looked up): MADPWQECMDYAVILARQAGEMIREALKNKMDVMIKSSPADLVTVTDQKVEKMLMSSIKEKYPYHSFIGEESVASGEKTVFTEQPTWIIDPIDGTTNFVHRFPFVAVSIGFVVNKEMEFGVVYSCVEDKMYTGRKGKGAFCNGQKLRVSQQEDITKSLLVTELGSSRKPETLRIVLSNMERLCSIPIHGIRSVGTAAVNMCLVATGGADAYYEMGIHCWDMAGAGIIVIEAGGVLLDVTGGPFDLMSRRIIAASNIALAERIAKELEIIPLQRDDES
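In this qHTS, compounds (final up to 46 uM) act on CHO-M1 cells that are then activated through the M1 receptor with carbachol, in pH 7.4 buffer containing 50 mM LiCl, for 30 min. IP1 accumulation is quantified by the IP-One immunoassay.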
Active calls of the source: *; ? = inconclusive; · = not tested or not shown; & = joins results of further samples; [ ] = dose if it differs, or a comment. Unless noted, calls follow the shape of the dose curve; as a rule, active = well fitted curve in the direction sought with a large enough effect; inconclusive = small, poorly fitted or top-dose-only effect, or another doubt; inactive = no such curve, though single readings can be large; an effect the other way counts as inactive or inconclusive. Unless noted, % is scaled to controls: 0 for no effect and ±100 for the full control effect. These rows are one share of the data; rates above refer to the full screens.

SMILES	PNC inhibitor	15-hLO-2 inh	12-hLO inh	IMPase cell inh
CCOC(=O)c1c(C)[nH]c(C)c1C(=O)CSc1nnc(-c2cc(OC)c(OC)c(OC)c2)o1	-11	-15%	1%	2
COc1ccc(Nc2ncnc3sc(-c4ccccc4)cc23)cc1	63	34%[activator]	-1%	?
O=C1CCCN1CCC1CCN(C2CC(=O)N(c3ccc(Cl)cc3)C2=O)CC1 (centres undefined)	0	?	-24%	-16
CN1CCN(NC(=O)C2CC2)CC1	?	·	1%	-8
CCC(C)NC(=O)/C(=C/c1ccco1)c1ccccc1 (centres undefined)	-3	-22%	-24%	3
CC(C)(C)C(=O)N1CCC(O)(CS(=O)(=O)Cc2ccccc2Cl)CC1	-23	-1%	-3%	-4
CCN(CC)CCNCc1ccc(OCc2ccc(Cl)nc2)c(OC)c1	?	·	5%	·
COP(=O)(OC)C(Nc1ccc(C)cc1)c1ccc([N+](=O)[O-])cc1 (centres undefined)	3	·	0%	·
CC(C)(C)c1ccc(O)c(N)c1	3	?	-20%	-1
O=C(NC1CCSC1=O)c1cccc(C(=O)NC2CCSC2=O)c1 (centres undefined)	18	4%	-3%	16
O=C(Cc1cccc2ccccc12)Nc1ccc2oc(-c3ccccc3)nc2c1	?	-2%	5%	0
CNc1cccc2c1C(=O)c1ccccc1C2=O	-10	·	-3%	1

Complete entries as entered above. Screens in order: PNC inhibitor | 15-hLO-2 inh | 12-hLO inh | IMPase cell inh
COP(=O)(OC)C(Nc1ccc(C)cc1)c1ccc([N+](=O)[O-])cc1 (centres undefined) across the screens: 3 | · | 0% | ·
CCC(C)NC(=O)/C(=C/c1ccco1)c1ccccc1 (centres undefined) across the screens: -3 | -22% | -24% | 3
O=C(NC1CCSC1=O)c1cccc(C(=O)NC2CCSC2=O)c1 (centres undefined) across the screens: 18 | 4% | -3% | 16

Additional records follow.
SMILES	PNC inhibitor	15-hLO-2 inh	12-hLO inh	IMPase cell inh
COc1ccc(CN2CCN(C(=O)c3cccs3)CC2)c(OC)c1OC	-16	-1%	-9%	7
CC(C)(C)NC(=O)Cn1ccc(=N)c2ccccc21	12	3%	0%	16
N#CC1=C(SCC(=O)NC23CC4CC(CC(C4)C2)C3)NC(=O)C(C#N)C12CCCCC2 (centres undefined)	346	·	-10%	14
Cc1cc(Cl)ccc1OCC(=O)N1C(C)CCCC1C (centres undefined)	26	1%	-6%	10
O=C(Nc1ccccc1)C1Cc2ccccc2CN1C(=O)c1ccco1 (centres undefined)	17	-6%	-8%	7
COc1cc(C=Nc2cccc(C)c2)c(O)c([N+](=O)[O-])c1	?	·	-3%	·
CCCSC1=C(C#N)C(c2cc(OC)ccc2OC)CC(=O)N1 (centres undefined)	16	·	-4%	-14
COCc1cc(C)nc(SCC(=O)Nc2ccc(C)c(C)c2)c1C#N	-30	1%	6%	?
Cc1ccc(SCC(=O)NC(=O)NCc2ccco2)cc1C	7	-4%	2%	-4
O=C1NC2c3ccccc3C(=O)N2c2c1cnn2-c1ccccc1 (centres undefined)	-100*	·	7%	-13
OCc1ccnc2c(O)cccc12	-7	23%	?	9
CN(Cc1ccco1)C(=O)c1ccc(N2CCCC2=O)cc1	6	9%	3%	-3
O=C(OCc1nc2ccccc2[nH]1)C1CCCCC1	25	·	-1%	·
O=C(/C=C/c1cccc(Cl)c1)NCCN1CCOCC1	-11	·	2%	·
CCn1c(C(C)NC(=O)c2cccc(C)c2)nc2ccccc21 (centres undefined)	?	24%	-3%	1
CCOc1ccc(N=C2NC(=O)C(CC(=O)O)S2)cc1 (centres undefined)	18	0%	2%	-3
O=C(C1CCN(C2CC(=O)N(c3ccc(Cl)cc3)C2=O)CC1)N1CCOCC1 (centres undefined)	-6	?	0%	3
C/C=C/c1ccc(OCCCNC2CCCC2)c(OC)c1	?	14%	-7%	8
CN1CCN(c2ccc(C(=O)c3ccccc3)cc2[N+](=O)[O-])CC1	29	·	-3%	·
COc1ccccc1Cn1c(=O)c2ccccc2n2c(SCc3csc(C)n3)nnc12	-1	-6%	-3%	-4
Cc1ccc(CSCCNC(=O)CN2C(=O)c3ccccc3S2(=O)=O)cc1	356	·	8%	-4
O=C(CNC(=O)C1CCCCC1)NC1=NCCS1	26	-11%	6%	-2
Cc1ncsc1CCOC(=O)c1cccc([N+](=O)[O-])c1	?	2%	-2%&2%	?
O=C1c2ccccc2NC(c2ccccn2)N1c1ccccc1F (centres undefined)	?	·	-3%	-15

Five entries from above, bar-delimited.
SMILES | PNC inhibitor | 15-hLO-2 inh | 12-hLO inh | IMPase cell inh
COc1ccccc1Cn1c(=O)c2ccccc2n2c(SCc3csc(C)n3)nnc12 | -1 | -6% | -3% | -4
Cc1ccc(CSCCNC(=O)CN2C(=O)c3ccccc3S2(=O)=O)cc1 | 356 | · | 8% | -4
O=C(CNC(=O)C1CCCCC1)NC1=NCCS1 | 26 | -11% | 6% | -2
Cc1ncsc1CCOC(=O)c1cccc([N+](=O)[O-])c1 | ? | 2% | -2%&2% | ?
O=C1c2ccccc2NC(c2ccccn2)N1c1ccccc1F (centres undefined) | ? | · | -3% | -15

The listing picks up; the 3 compounds before the break are reprinted first.
SMILES	PNC inhibitor	15-hLO-2 inh	12-hLO inh	IMPase cell inh
O=C(CNC(=O)C1CCCCC1)NC1=NCCS1	26	-11%	6%	-2
Cc1ncsc1CCOC(=O)c1cccc([N+](=O)[O-])c1	?	2%	-2%&2%	?
O=C1c2ccccc2NC(c2ccccn2)N1c1ccccc1F (centres undefined)	?	·	-3%	-15
Cc1cccc(OCC(=O)Nc2ccc(N3CCN(S(C)(=O)=O)CC3)cc2)c1C	-2	-14%	0%	-1
CSc1ccc(C#N)cc1NC(=O)c1cccc(Cl)c1	54	3%	-1%	3
O=C(CN(CC1CCCO1)S(=O)(=O)c1ccc(S(=O)(=O)NCC2CCCO2)cc1)Nc1ccccc1 (centres undefined)	?	-4%	-3%	6
O=C(CSc1nnc(CCCO)n1-c1ccccc1)Nc1nccs1	1	0%	-2%	-6
CCn1c(CNc2ccc(F)cc2)nnc1SCC(=O)Nc1ccc(OC)cc1OC	?	-6%	-15%	9
Cn1nc(C(F)(F)F)c(C(=O)Nc2ccc(F)cc2F)c1Oc1cccc(Cl)c1	-18	11%	-18%	13
CC(C)Cc1n[nH]c(=O)[nH]1	13	5%	2%	-7
CSc1nc(N(C)NC(=O)c2ccc(F)cc2)c2ccccc2n1	-83*	6%	7%	15
CC(C)CN(CC(C)C)C1=N/C(=C\c2ccco2)C(=O)N1c1ccccc1	49	?	-14%	5
O=c1cc(-c2ccccc2)nc2nc(-c3ccccc3)[nH]n12	?	4%	2%	1
O=C(Nc1ccc(Cl)cc1C(F)(F)F)c1ccccc1Cl	-2	·	-4%	-13
Cn1nc(C(F)(F)F)c(C(=O)Nc2ccc(C(F)(F)F)cc2)c1Cl	22	·	4%	6
O=C(CCCSc1nc(-c2ccco2)cc(C(F)(F)F)n1)NCc1cccs1	?	-2%	-11%	-17
COc1ccccc1NC(=O)Nc1ccc(Br)cn1	?	-4%	0%	-1
CCOc1ccccc1Nc1nc(-c2sc(NC(=O)c3ccc([N+](=O)[O-])cc3)nc2C)cs1	-24	?	-4%	-2
CCNc1nc(Oc2ccc(=O)n(C)n2)nc(N2CCOCC2)n1	-20	0%	3%	1
CCC(CC)C(=O)Nc1nnc(SCC(=O)N2CCN(c3ccccc3OC)CC2)s1	-3	-6%	-1%	-12
O=C(O)CC[C@@H](C(=O)O)N1C(=O)[C@@H]2[C@@H]3CC[C@H](C3)[C@@H]2C1=O	·	-4%[11.4 µM]	5%[11.4 µM]	·
Cc1cc2cc(CNC(=O)c3ccc4c(c3)OCO4)ccc2n1C	-13	6%[2.29 µM]	-14%	5
Cn1cc(-c2nc3ccccc3[nH]2)c2ccccc21	20	-1%	-4%	4
CCc1nc(N)c(C#N)c(-c2ccc(F)cc2)c1C	?	1%	2%	5
CCCCn1c(SCC(=O)Nc2cccc(OC)c2)nc2ccc(N3CCOCC3)cc2c1=O	50	-17%	-15%	-9
Cc1cc(-c2nnco2)c(C)n1-c1ccccc1	-11	-9%	2%	-3
CCC(=O)Nc1ccc(-c2nc(-c3ccccc3)n(CC(=O)N3CCCCC3)n2)cc1	6	3%	2%	9
CCCOc1ccc(S(=O)(=O)n2cc(Br)c(=O)[nH]c2=O)cc1	1	-3%	-6%	-1
Cc1cc(C)nc(NS(=O)(=O)c2ccc(NC(=S)NC(=O)CC(C)C)cc2)n1	19	·	-3%	5
O=C1C(c2[nH]c3ccc(S(=O)(=O)O)cc3c2O)=Nc2ccc(S(=O)(=O)O)cc21	·	-1%[0.0915 µM]	2%[0.00818 µM]	·
COc1cc(NC(=O)c2ccco2)c(C(=O)O)cc1OC	71	8%	11%	5
CCOC(=O)CSC(CC)C(=O)Nc1nnc(CC)s1 (centres undefined)	38	1%	-2%	6
O=c1c(-c2ccco2)[n+]([O-])c2ccccc2n1OCc1ccccc1F	-2	-14%	0%	5
CCOc1ccc(Oc2c(/C=N/NC(C)=O)c(C)nn2-c2ccccc2)cc1	30	·	0%	12
Cc1ccc(-n2ncc3c(NCc4ccco4)ncnc32)c(C)c1	?	-2%	-3%	1
c1ccc(-c2cn3c(n2)CCc2ccc4cccnc4c2-3)cc1	-11	9%	-6%	1
O=C(O)c1cc(-c2cccs2)nc2cc3c(cc12)OCCO3	-26	·	-8%	-24
Cc1noc(COc2ccc(OCc3nc(C)no3)cc2)n1	-7	4%	-2%	4
C=CCN1CC(O)=C(c2ccccc2)C1=N	?	13%	7%	3
CCN(CC(=O)Nc1ccc2c(c1)OCCO2)c1nc(-c2cccnc2)nc2ccccc12	-26	6%	-7%	-3
O=C(/C=C/c1ccc([N+](=O)[O-])cc1)NCc1cccnc1	14	0%	2%	2
c1ccc2[nH]cnc2c1	·	2%	1%	·
COC(=O)[C@@]1(Cc2ccccc2)[C@H]2c3cc(C(=O)N4CCCC4)n(Cc4ccccc4)c3C[C@H]2CN1C(=O)c1ccccc1	·	10%	-8%	·
COc1cc(CCC(=O)Nc2cccc(C(F)(F)F)c2)cc(OC)c1OC	43	·	-1%	2
C/C(=N/NC(=O)CNC(=O)c1ccccn1)c1ccccc1	?	·	-1%	·
O=C(O)CCC(NS(=O)(=O)c1ccc(-c2ccccc2)cc1)C(=O)O (centres undefined)	-15	1%	1%	-4
O=C(c1ccco1)N1CCN(c2ncnc3scc(-c4ccc(F)cc4)c23)CC1	-27	·	-4%	4
COc1ccc(NC(=O)CSc2nc(C)cc(C)n2)cc1	-13	-4%	0%	5
OCCN1CCN(C(c2cccs2)c2ccc3cccnc3c2O)CC1 (centres undefined)	21	-18%	14µM*	15
Cc1c(Cl)c(C(=O)NNC(=S)NCc2ccco2)nn1C	?	·	0%	10
CCN(CC)CCCNC(=O)c1cn(C)c2ccc(S(=O)(=O)N(C)C)cc2c1=O	?	2%	-1%	9
CCOC(=O)N1CCN(S(=O)(=O)c2ccc(OCC(=O)OC)c(C)c2)CC1	-84*	2%	3%	3
Cc1cccc(C(=O)N[C@H](C(=O)OCc2cc(=O)n3c(n2)sc2ccccc23)C(C)C)c1	?	·	1%	2
COc1ccccc1-c1cc(=O)c2cccc(OC)c2o1	·	-3%	-4%	·
CN(C(=O)c1ccncc1)c1ccccc1	·	-4%[11.4 µM]	-1%[11.4 µM]	·
